# Screening data deposited in PubChem by National Center for Advancing Translational Sciences (NCATS).
# RGS12 GoLoco inh – qHTS Assay for Inhibitors of RGS12 GoLoco Motif Activity (Red Fluorophore); Potency, µM (top dose mostly 61.6 µM), without a hit: top-dose activity, negative = inhibition, most hits filed as inhibitors; Gai1:RGS12 GoLoco peptide FP, rhodamine, 10 min; 0.44% of 230,000 active; Guanine nucleotide-binding protein G(i) subunit alpha-1 (Homo sapiens), P63096; active = well fitted inhibition curve with a large enough effect, not every such curve was filed as active; inactive = no such curve, though single readings can be large or run the other way; note: % is set by controls: 0 for no effect and ±100 for the full control effect; nearly all actives have a fitted effect of over 30% in size; many of its hits are not listed in these tables
# Target sequence (P63096 whole entry, looked up): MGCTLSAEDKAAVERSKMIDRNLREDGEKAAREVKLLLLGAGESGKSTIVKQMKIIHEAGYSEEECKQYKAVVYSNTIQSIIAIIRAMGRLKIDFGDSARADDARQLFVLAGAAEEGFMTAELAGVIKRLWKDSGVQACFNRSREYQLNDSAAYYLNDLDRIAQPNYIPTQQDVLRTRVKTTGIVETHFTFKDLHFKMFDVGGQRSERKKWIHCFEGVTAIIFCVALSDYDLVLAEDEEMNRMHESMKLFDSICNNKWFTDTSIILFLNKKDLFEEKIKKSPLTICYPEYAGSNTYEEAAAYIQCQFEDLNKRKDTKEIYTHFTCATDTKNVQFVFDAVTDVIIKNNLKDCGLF
# TRb SRC2 PPI – qHTS for Inhibitors of the Interaction of Thyroid Hormone Receptor and Steroid Receptor Coregulator 2. TRbeta-SRC2 peptide binding, fluorescence polarization; receptor liganded with 1 µM T3. Potency, µM (titrated, usually from 106 µM), without a hit: top-dose activity change, negative = inhibition, most hits filed as inhibitors. 0.065% of 280,000 active;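 note: plate controls were bound peptide for no effect and peptide without receptor for full effect; nearly all actives have a fitted effect of over 50% in size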
#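 Assay buffer: 20 mM Tris-HCl, 100 mM NaCl, 10% glycerol, 1 mM EDTA, 0.01% NP-40, 1 mM DTT, 1 uM T3, 5% DMSO; TRb LBD 0.6 uM, Texas Red SRC2 20 nM; FP after 5 hr.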
# SMN2 splice enh – qHTS Assay for Enhancers of SMN2 Splice Variant Expression; 2.8% of 210,000 active; HEK293 SMN2-luciferase splicing reporter, luminescence, 30-36 h; Potency, µM (doses to about 46.1 µM), for inactives: at the highest dose activity change, positive = activation, hits mostly activators; note: % of control where 0% means no effect; nearly all actives have a fitted effect of over 55% in size
#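 qHTS luciferase splicing reporter: luminescence rises when SMN2 exon 7 is included in transfected HEK293 cells. Compound exposure lasted 30-36 h at 37C, with 4.5 mM final sodium butyrate as control, followed by a ONE-Glo read.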
# RECQ1 inh – qHTS Assay for Inhibitors of RecQ-Like Dna Helicase 1 (RECQ1); RECQ1 DNA unwinding, red fluorescence kinetic read; Potency, µM (series often up to 57.3 µM), without a hit: top-dose activity, negative = inhibition, hits mostly inhibitors; 0.54% of 240,000 active;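 note: plate controls were vehicle for no effect and no enzyme for full effect; nearly all actives have a fitted effect of over 30% in size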
#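 50 nM RECQ1T1 preincubated 15 min with compound in Tris pH 8.0 buffer with MgCl2, DTT, Tween-20 and 2.5 ug/ml poly(dI-dC); started with 200 nM TAMRA/BHQ-2 forked duplex and 2 mM ATP. Unwinding read as fluorescence (525/598 nm), two reads 2 h apart.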
# ALDH1A1 inh – qHTS Assay for Inhibitors of Aldehyde Dehydrogenase 1 (ALDH1A1) | Aldehyde dehydrogenase 1A1 (Homo sapiens), P00352 | Purified ALDH1A1, NADH fluorescence, propionaldehyde substrate | Potency, µM (highest dose often 75.3 µM), for inactives: top-dose activity, negative = inhibition, most hits filed as inhibitors | 7.3% of 220,000 active | AID 1030, 2008; active = well fitted inhibition curve with a large enough effect, not every such curve was filed as active; inconclusive = small, poorly fitted or top-dose-only effect, or another doubt; inactive = no such curve, though single readings can be large or run the other way;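 note: plate controls were no enzyme wells and a reference inhibitor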
# Lamin A splicing – qHTS Assay for Modulators of Lamin A Splicing; HeLa LMNA splicing GFP/RFP minigene ratio, 48 h; Potency, µM (series often up to 46.1 µM), without a hit: at the highest dose ratio change, negative = inhibition, hits mostly inhibitors; 0.01% of 200,000 active; active = well fitted inhibition curve with a large enough effect in the signal ratio, with a control signal flat, not every such curve was filed as active; inconclusive = small, poorly fitted or top-dose-only effect, or effect the other way, or a change in a side signal; the % refers to the signal ratio; note: % is set by controls: 0 for no effect and ±100 for the full control effect
#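 Read-out is the ratio of GFP to DsRed2 object intensity, acquired by 488 nm laser-scanning cytometry on HeLa lamin A-EGFP minigene reporter cells. Compound incubation 48 hrs at 37 °C in Opti-MEM with 2% FBS; DMSO 0.5% final.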
# JMJD2E inh – qHTS Assay for Inhibitors of Human Jumonji Domain Containing 2E (JMJD2E) | 1.6% of 230,000 active | Potency, µM (highest dose often 57.1 µM), for the others: top-dose activity change, negative = inhibition, hits mostly inhibitors | JMJD2E catalytic domain, FDH-coupled NADH fluorescence (FDH is formaldehyde dehydrogenase) | Lysine-specific demethylase 4E (Homo sapiens), B2RXH2; active = well fitted inhibition curve with a large enough effect, not every such curve was filed as active; inconclusive = small, poorly fitted or top-dose-only effect, or another doubt; inactive = no such curve, though single readings can be large or run the other way;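 note: 0% = wells with enzyme and -100% = buffer wells without enzyme; nearly all actives have a fitted effect of over 50% in size; many of its hits are not listed in these tables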
# Target sequence (B2RXH2 1-337 limits assumed): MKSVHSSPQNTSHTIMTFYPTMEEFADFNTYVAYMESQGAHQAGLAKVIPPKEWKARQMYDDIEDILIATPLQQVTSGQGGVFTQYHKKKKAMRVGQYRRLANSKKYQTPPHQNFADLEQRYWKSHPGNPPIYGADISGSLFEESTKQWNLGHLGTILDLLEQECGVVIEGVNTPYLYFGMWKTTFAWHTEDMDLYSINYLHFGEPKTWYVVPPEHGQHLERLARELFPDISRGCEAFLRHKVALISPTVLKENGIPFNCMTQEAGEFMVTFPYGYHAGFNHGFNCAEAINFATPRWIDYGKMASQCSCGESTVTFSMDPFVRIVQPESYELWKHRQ
# TexasRed fluor – Total Fluorescence Counterscreen for Inhibitors of the Interaction of Thyroid Hormone Receptor and Steroid Receptor Coregulator 2 | TRb/SRC2 Texas Red total fluorescence interference | Potency, µM (series often up to 106 µM), without a hit: at the top dose fluorescence change, negative = quenching | 0.29% of 280,000 active; active = well fitted curve in either direction with a large enough effect; inconclusive = small, poorly fitted or top-dose-only effect; note: % is set by controls: 0 for no effect and ±100 for the full control effect
#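 Human TRb ligand-binding domain at 0.6 uM with 20 nM Texas Red SRC2 peptide in Tris buffer containing 1 uM T3 and 5% DMSO, incubated with compound 5 h at ambient temperature. Total fluorescence (555/632 nm) calculated as parallel + 2 × perpendicular.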
# Starred values were filed as active, the others as inactive; i = inactive; ? = inconclusive; . = no result given; & = joins results of further samples; [ ] = another dose, or the depositor's remark. Unless noted, calls come from the whole dose curve; as a rule, active = well fitted curve in the direction sought with a large enough effect; inconclusive = small, poorly fitted or top-dose-only effect, or another doubt; inactive = no such curve, though single readings can be large; an effect the other way counts as inactive or inconclusive. Potency is the fitted concentration of half-maximal effect. An excerpt; count on the stated rates, not on these rows.
# Below each compound – RGS12 GoLoco inh	TRb SRC2 PPI	SMN2 splice enh	RECQ1 inh	ALDH1A1 inh	Lamin A splicing	JMJD2E inh	TexasRed fluor
COc1ccc(C(=O)NN)cc1
 : 0%	1%	.	i	.	.	9%	-1%
O=C(COCC(=O)N1CCOCC1)N1CCOCC1
 : -10%	-12%	8%	-12%	7%	-8%[46 µM]	3%	-1%
COC(=O)C1CCN(C(=O)c2ccc(SC)cc2OC)CC1
 : 0%	11%	-7%	-6%	1%	-3%	-2%	-1%
Cc1cccc(Oc2nc3ccccn3c(=O)c2/C=C(\C#N)C(=O)NC2CCS(=O)(=O)C2)c1 (configuration not stated)
 : 4%	2%[53 µM]	-21%	-1%	?	?	?	1%[53 µM]
COc1cc(/C=C2/C(=O)CNC2=O)ccc1O
 : 56%[activator]	7%	-15%	-5%	13µM*	?	-13%	0%
Cc1onc(-c2ccccc2)c1C(=O)N/N=C/c1ccco1
 : 16%	3%	.	-4%	?	.	-5%	0%
Cc1cc(Nc2ccccc2)nn1C(=O)c1ccccc1
 : -12%	-15%	1%	-24%	-13%	-9%	-11%	-6%
COc1ccc(C(CC(=O)c2ccc(O)cc2)S(=O)(=O)c2ccc(C)cc2)cc1 (configuration not stated)
 : 2%	-15%	-15%	-25%	?	?	55%[activator]	-5%
COc1ccc(Cc2n[nH]c(=S)n(N)c2=O)cc1
 : 4%	-2%	-5%	i	?	.	-2%	-2%
CCn1c(=O)cc(N2CCN(C(=O)c3ccco3)CC2)[nH]c1=O
 : -8%	-3%	.	4%	.	.	4%	-2%
CC(C)Cn1c(N)c(-c2nc(C(C)C)c(C(=O)c3ccccc3F)s2)c(=O)n(C)c1=O
 : -13%	-2%	-9%	i	-13%	-1%[46 µM]	9%	2%
S=c1[nH]cc(-c2ccccc2)n1-c1ccccc1
 : -4%	1%	-7%	i	3.2µM*	-4%	-14%	6%
COc1ccc(C(C(=O)NC2CCCC2)N(C(=O)c2ccoc2C)c2ccc(C)cc2)cc1 (configuration not stated)
 : 1%	-3%	-5%	-2%	-5%	-10%	-2%	3%
COc1ccccc1NC(=O)CN1CCC(n2nnc3cc(F)ccc32)CC1
 : -9%	-8%	-13%	7%	3%	-1%	-4%	-3%
Cc1cccc(N2CCN(C(=S)c3ccc(-c4ccccc4[N+](=O)[O-])o3)CC2)c1
 : -10%	4%	-18%	-6%	?	?	-3%	1%
O=C(O)c1ccc(COCC(F)(F)C(F)F)o1
 : 3%	2%	10%	-6%	-2%	15%	2%	-7%
Cc1csc(-c2cnn(-c3ccccc3)c2NC(=O)c2cccc(F)c2)n1
 : 5%	-9%	?	-9%	-2%	1%	-3%	-2%
C1CCC(CNc2c3c(nc4nnnn24)CCCC3)CC1
 : 3%	0%	-22%	-4%	?	14%	-1%	-8%
CN(Cc1ccccc1)C(=O)COC(=O)c1ccc(Cl)c(N)c1
 : 6%	15%	15%	-7%	-7%	0%	6%	-1%
CCOC(=O)CC(C(=O)OCC)C1CCCCC1=O (configuration not stated)
 : -4%	9%	19%	0%	-7%	.	-10%	1%
CNC(=O)C1(CC(C)C)C=CCN1C(C)=O (configuration not stated)
 : 1%&-5%	1%&9%	19%&-6%	-2%&4%	12%&-7%	6%	7%&7%	0%&6%
O=C(N/N=C/c1cccnc1)c1cccc(S(=O)(=O)Nc2cccc(Cl)c2)c1
 : 6%	-6%	3%	-4%	11%	-21%[46 µM]	-10%	0%
COc1ccc(NS(=O)(=O)c2ccc(SC)cc2)cc1
 : -1%	-30%	-18%	-17%	0.16µM*	-17%	3%	2%
CC(C)C(C)NC(=O)COC(=O)/C=C/c1ccc(S(=O)(=O)N2CCc3ccccc32)cc1 (configuration not stated)
 : -5%	-4%	13%	2%	?	.	-6%	-2%
COc1cccc(-n2c(Cn3nc(C(F)(F)F)cc3C)n[nH]c2=S)c1
 : 3%	1%	?	9%	4%	-2%	?	-2%
COC(=O)c1ccc2c(c1)SC1=C(CCCC1=O)N2
 : -44%	-24%	-18%	-29%	4%	-6%	-9%	17%
O=C(NCC(=O)N(c1ccccc1)C(C(=O)NC1CCCCC1)c1ccncc1)c1ccco1 (configuration not stated)
 : 13%	-4%	-9%	-12%	6%	7%	-1%	-4%
O=C(NCCN1CCN(c2ccccc2)CC1)c1cccc(Br)c1
 : 6%	4%	9%	-8%	8%	-1%	-7%	1%
CCOCC(=O)Nc1nc2ccc(OC)cc2s1
 : 3%	-5%	11µM*	0%	18µM*	13%	-1%	-1%
Cc1nc2ccccc2c(=O)n1NC(=O)/C=C/c1ccc(Br)cc1
 : 6%	2%	-8%[1.84 µM]	-12%	1%	-2%	2%	2%

# Remaining list, next part:
# Below each compound – RGS12 GoLoco inh	TRb SRC2 PPI	SMN2 splice enh	RECQ1 inh	ALDH1A1 inh	Lamin A splicing	JMJD2E inh	TexasRed fluor
O=C(NCCN1CCCC1)c1ccc(Cn2c(=S)[nH]c3cc4c(cc3c2=O)OCO4)cc1
 : 8%	-1%	-13%	-1%	-7%	-3%	-4%	-6%
COc1ccc(-c2cc(-c3ccccc3)nc(=O)[nH]2)cc1
 : 2%	-2%	.	i	.	.	?	-1%
O=C(CCCOc1ccccc1)Nc1ccc2c(c1)OCCO2
 : -1%	-13%	.	-4%	-2%	8%	6%	-4%
CCN(C(=O)COC(=O)/C=C/c1ccc(O)c(OC)c1)C1CCS(=O)(=O)C1 (configuration not stated)
 : 13%	1%	23%	3%	6%	2%	-7%	-3%
CCN(CCCNC(=O)CCn1c(=O)[nH]c2ccccc2c1=O)c1cccc(C)c1
 : -17%	4%	-7%	4%	-4%	7%	5%	-2%
COc1ccc(-n2nc3cc(C)c(NC(=O)CC(C)C)cc3n2)cc1
 : 0%	-11%	12%	-5%	?	-10%	?	-1%
COc1ccc2c(c1)c1nnc(SCC(=O)N3CCCCC3C)nc1n2C (configuration not stated)
 : 11%	-13%	-1%	?	?	-6%	4%	-1%
COc1ccc(OC)c(S(=O)(=O)NC(C)(C)C)c1
 : 3%	0%	17%	0%	-1%	3%	-2%	-2%
Cn1cnnc1SCc1ccc(C(=O)n2ncc(C#N)c2N)cc1
 : -8%	-4%	29%	i	10%	14%	8%	1%
CC1CCC(NC(=O)C2CCN(S(=O)(=O)c3ccc4nc5c(c(C(=O)O)c4c3)CC(C)CC5)CC2)CC1 (configuration not stated)
 : -37%	6%	-40%[inhibitor]	-2%	-15%	18%[46 µM]	-17%	2%
CCSC1=N/C(=C\c2ccc(C)s2)C(=O)S1
 : 21%	-6%	2%	10%	?	-4%	3%	-2%
N=c1n(CCN2CCCCC2)c2ccccc2n1CC(O)c1ccco1 (configuration not stated)
 : 19%	-5%	.	-2%	.	.	?	0%
N#CCC(=O)Nc1ccc(C(=O)OCC(=O)Nc2cccc(C(F)(F)F)c2)cc1
 : 21%	0%	0%	-10%	12%	.	-20%	1%
CC1Cc2ccccc2N1C(=O)CSc1nnc(C2CC2)n1C (configuration not stated)
 : 7%	2%	.	i	?	.	4%	-4%
Cc1ccc(S(=O)(=O)N2CCN(c3ccc([N+](=O)[O-])c(Sc4nncn4C)c3)CC2)cc1
 : -4%	9%	1%	-7%	6%	-8%	3%	-2%
O=S1(=O)CC(O)C(NCc2cccnc2)C1 (configuration not stated)
 : 5%	6%	14%	i	14%	3%	6%	0%
COCCCNC(=O)c1c[nH]c2ccc(S(=O)(=O)N3CCC4(CC3)OCCO4)cc2c1=O
 : 22%	1%	.	-8%	?	.	1%	-4%
O=C(NNC(=O)C1CCN(Cc2ccc(F)cc2Cl)CC1)Nc1ccc([N+](=O)[O-])cc1
 : 9%	2%	-22%	i	-7%	9%[46 µM]	19%	-7%

# Limited to TexasRed fluor, ALDH1A1 inh and RECQ1 inh (7 entries from above):
canonical_smiles | TexasRed fluor | ALDH1A1 inh | RECQ1 inh
Cn1cnnc1SCc1ccc(C(=O)n2ncc(C#N)c2N)cc1 | 1% | 10% | i
CC1CCC(NC(=O)C2CCN(S(=O)(=O)c3ccc4nc5c(c(C(=O)O)c4c3)CC(C)CC5)CC2)CC1 (configuration not stated) | 2% | -15% | -2%
CCSC1=N/C(=C\c2ccc(C)s2)C(=O)S1 | -2% | ? | 10%
N=c1n(CCN2CCCCC2)c2ccccc2n1CC(O)c1ccco1 (configuration not stated) | 0% | . | -2%
N#CCC(=O)Nc1ccc(C(=O)OCC(=O)Nc2cccc(C(F)(F)F)c2)cc1 | 1% | 12% | -10%
CC1Cc2ccccc2N1C(=O)CSc1nnc(C2CC2)n1C (configuration not stated) | -4% | ? | i
Cc1ccc(S(=O)(=O)N2CCN(c3ccc([N+](=O)[O-])c(Sc4nncn4C)c3)CC2)cc1 | -2% | 6% | -7%

# One compound at a time (already shown).
# Listed for COc1ccc2c(c1)c1nnc(SCC(=O)N3CCCCC3C)nc1n2C (configuration not stated) = RGS12 GoLoco inh = 11%; TRb SRC2 PPI = -13%; SMN2 splice enh = -1%; RECQ1 inh = ?; ALDH1A1 inh = ?; Lamin A splicing = -6%; JMJD2E inh = 4%; TexasRed fluor = -1%
# Listed for COCCCNC(=O)c1c[nH]c2ccc(S(=O)(=O)N3CCC4(CC3)OCCO4)cc2c1=O = RGS12 GoLoco inh = 22%; TRb SRC2 PPI = 1%; SMN2 splice enh = .; RECQ1 inh = -8%; ALDH1A1 inh = ?; Lamin A splicing = .; JMJD2E inh = 1%; TexasRed fluor = -4%
